Arr AP2 block: human beta-arrestin and AP2 interaction inhibition. FITC-arrestin peptide / GST-AP2 beads, flow cytometry; AP2 beta2 appendage carries R879A mutation. inhibition, % at 10 µM. 340,000 compounds, 0.31% hits;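 active = inhibition above a set limit, near 3 SD of compounds lacking own fluorescence, cut at about 54% in these data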;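 also: plate controls were DMSO wells for no effect and 5 µM unlabelled arrestin peptide for full effect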
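System: GST-AP2 R879A glutathione beads | Also added: FITC-arrestin peptide, 50 nM | Times: 12 min plus 1 h, RT | Signal: Bead flow cytometry, FITC channel | Buffer or medium: PBS with 0.05% Tween 20 and 0.1% BSA | Read-out basis: Percent drop in bead-associated FITC signal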
CAL PDZ FP-1: CAL PDZ (human) peptide binding inhibition; Q9HD26; purified CAL PDZ, TMR-peptide fluorescence polarization, 1 h; inhibition, % at 24.9 µM; 300,000 compounds, 0.92% hits; AID 602252;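 active = mean inhibition of at least 30% with at least half of replicates also reaching 30%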;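 also: 0% = DMSO neutral control and 100% = excess unlabeled competitor peptide PRC23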
Keap1 Nrf2 FP: Keap1-Nrf2 (human) interaction inhibition | 340,000 compounds, 0.15% hits | inhibition, % at 9.4 µM | Keap1 Kelch-Nrf2 peptide fluorescence polarization, 1536-well; in the data active = inhibition above about 12%;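 also: human Keap1 Kelch domain with fluorescein labeled Nrf2 9mer peptide probe; 0% = neutral control wells and 100% = peptide positive control; higher means more block of Keap1 binding to Nrf2 peptide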
V-ATPase pHluor: regulators of yeast V-ATPase proton transport; S. cerevisiae, pHLuorin cytosolic pH fluorescence; response, % at 10 µM; 350,000 compounds, 0.37% hits; AID 504577; in the data active = response mostly above about 7.3%, no sharp cut-off; inactive = mostly below about 5.4%; also: actives read high; inactives centre near 0; some compounds called inactive have numbers as strong as hits
LANA DNA inh: inhibitors of KSHV LANA C-terminal domain DNA binding; AID 504423; 340,000 compounds, 0.078% hits; MBP-C-LANA/FAM-LBS DNA binding, fluorescence polarization; inhibition, % at 9 µM;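 active = highest replicate inhibition at or above 60% at 9 µM, even if other replicates fall short; inactive = all replicates below 60% inhibition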;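 also: 0% = neutral control wells and 100% = 4 µM acridine orange control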
Cardiac RTF inh: cardiac RTF calcium desensitization | 340,000 compounds, 0.12% hits | inhibition, % at 7.15 µM | IANBD-labeled cardiac RTF, Ca2+ fluorescence | AID 493244;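 active = inhibition above the mean inhibition of all tested compounds plus 3 SD, cut at about 17% in these data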;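 also: assay run at fixed EC70 calcium of 1.6 mM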
Pemphigus Ab inh: blocks pemphigus antibody binding to human desmoglein-3; AID 588358; binding (percent of control), % at 10 µM; DSG3-coupled beads, scFv-anti-DSG3-GFP binding, flow cytometry; stronger effect = lower value; 310,000 compounds, 0.48% hits; P32926;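 active = binding more than 3 SD below its plate's average and above zero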; also: some compounds called inactive have numbers as strong as hits
CAL PDZ FP-2: inhibitors of human CAL PDZ peptide binding; 330,000 compounds, 0.02% hits; Q9HD26; purified CAL PDZ, TMR-peptide fluorescence polarization, 1 h; inhibition, % at 20 µM; AID 504414;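 active = highest replicate inhibition of at least 40%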;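 also: plate controls were DMSO neutral control wells for no effect and unlabeled competitor peptide control wells for full effect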
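Read-out basis: mP drop reported as inhibition | Assay system: Tagged CAL PDZ protein CerCALP, purified | Benchmarks: Unlabelled peptide for full inhibition, DMSO wells as neutral | Schedule: 1 h incubation at room temperature before polarization reading | Buffer or medium: Sodium phosphate/NaCl buffer pH 7.4 with TCEP, IgG, Thesit | Doses: Single point, 20 µM | Measured by: Fluorescence polarization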
DAGLB inhibitor: blocks human DAGLB lipase activity; Q8NCG7; HEK293T DAGLB membrane lysate, EnzChek fluorogenic substrate; inhibition, % at 5.17 µM; 340,000 compounds, 0.059% hits; AID 504411; in the data active = inhibition above about 34%;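 also: 0% = enzyme with vehicle and 100% = wells lacking enzyme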
Target sequence (Q8NCG7 whole entry, looked up): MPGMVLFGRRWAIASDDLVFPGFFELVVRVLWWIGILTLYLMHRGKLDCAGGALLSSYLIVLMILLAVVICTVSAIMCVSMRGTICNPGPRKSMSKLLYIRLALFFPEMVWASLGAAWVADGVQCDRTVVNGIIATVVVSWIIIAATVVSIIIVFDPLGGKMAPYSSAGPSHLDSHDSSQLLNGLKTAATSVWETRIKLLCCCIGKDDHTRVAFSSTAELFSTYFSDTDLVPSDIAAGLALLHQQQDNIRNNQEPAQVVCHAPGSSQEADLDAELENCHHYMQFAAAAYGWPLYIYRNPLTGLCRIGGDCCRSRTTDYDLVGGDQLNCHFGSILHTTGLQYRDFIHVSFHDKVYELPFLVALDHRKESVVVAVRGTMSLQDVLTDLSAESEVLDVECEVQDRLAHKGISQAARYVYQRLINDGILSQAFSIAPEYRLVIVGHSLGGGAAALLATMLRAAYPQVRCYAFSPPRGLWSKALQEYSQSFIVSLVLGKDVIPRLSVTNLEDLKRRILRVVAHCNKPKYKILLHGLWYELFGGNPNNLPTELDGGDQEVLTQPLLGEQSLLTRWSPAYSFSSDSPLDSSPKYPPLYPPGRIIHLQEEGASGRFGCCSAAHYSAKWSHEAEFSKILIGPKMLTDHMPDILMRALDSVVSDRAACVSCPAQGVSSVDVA
NSD2 HMT inh: blocks human histone methyltransferase NSD2; inhibition, % at 12.5 µM; O96028; 310,000 compounds, 0.54% hits; AID 743445; NSD2 peptide methylation, AlphaScreen, 120 min; in the data active = inhibition above about 50%
Starred values were filed as active, the others as inactive; · = not tested or not shown. This is a subset (hit frequency here may not be typical).

SMILES | Arr AP2 block | CAL PDZ FP-1 | Keap1 Nrf2 FP | V-ATPase pHluor | LANA DNA inh | Cardiac RTF inh | Pemphigus Ab inh | CAL PDZ FP-2 | DAGLB inhibitor | NSD2 HMT inh
CCOC(=O)Nc1cc(N)ncn1 | 7.6 | -2.6 | 2.7 | -3.4 | -2.9 | -15.1 | 123.3 | 0.0 | 1.1 | -1.0
COc1cccc(C2N=C(c3ccccc3C)NO2)c1OC (centres undefined) | 4.8 | -3.0 | -0.9 | 2.3 | -0.6 | -1.4 | 102.9 | -2.2 | -6.5 | -10.7
Cc1ccc(C2N(c3cccc(Cl)c3)C(=O)N3CCCN23)cc1 (centres undefined) | 2.8 | · | 2.3 | 3.7 | -3.4 | -6.9 | 107.3 | -0.5 | -2.1 | 17.2
COc1cccc(CN(C)C(=O)C2CC(=O)N(c3ccc4c(c3)OCCO4)C2)c1 (centres undefined) | 0.0 | -2.2 | -0.6 | -2.0 | -0.2 | -4.7 | 104.6 | -1.3 | -0.9 | 0.0
COc1cc(C(=O)OCC(=O)N2CCCC2)cc2c1OCCO2 | 0.9 | 7.6 | 2.3 | -4.1 | 1.1 | -5.7 | 102.9 | 0.5 | -1.8 | 1.2
Brc1cccc(CNCC2CCCO2)c1 (centres undefined) | 14.2 | 5.3 | 3.1 | 0.3 | -0.2 | -6.7 | 106.0 | 53.5* | -2.1 | -1.7
Cc1cc(C(=O)CN2C(=O)NC3(CCCc4ccccc43)C2=O)c(C)n1C (centres undefined) | 0.4 | -0.1 | 0.5 | -1.3 | 0.4 | -9.7 | 107.6 | -0.2 | 2.9 | 2.5
Cc1ccccc1Nc1nc(N)nc(-c2oc3ccccc3c2C)n1 | 1.1 | -1.3 | 0.6 | 1.2 | -1.0 | · | 99.9 | -2.0 | · | -1.7
N#CC1=C(S)N(c2ccc(F)cc2)C(c2ccco2)NC1=O (centres undefined) | -17.9 | -1.7 | -3.7 | -1.3 | 1.7 | 0.6 | 107.6 | -0.1 | 3.7 | -0.6
Cc1ccc(-c2nc(CN(Cc3c(C)nn(C)c3C)C(C)C)c(C)o2)o1 | -1.5 | -5.2 | -6.1 | -0.1 | 1.6 | 2.0 | 100.0 | -2.5 | 1.1 | 7.4
CN(C)S(=O)(=O)c1ccc(Cl)c(NC(=O)CSc2nc3ccccc3c(=O)n2CCCN2CCOCC2)c1 | -2.8 | -1.5 | -2.2 | 2.6 | -1.8 | -9.4 | 91.9 | -2.7 | -0.8 | 34.3
COc1ccc(-n2nnc3c(SCC(=O)Nc4ccccc4F)ncnc32)cc1 | 10.9 | -2.0 | 7.5 | -3.7 | -0.7 | -0.2 | 101.8 | 0.2 | -1.0 | 5.4
Cc1ccc(C(=O)C(C)OC(=O)CCS(=O)(=O)c2ccc(C)cc2)cc1 (centres undefined) | -1.9 | -1.7 | -1.2 | 7.0 | 1.0 | -3.0 | · | 0.2 | -2.1 | 2.3
COc1ccc(OC)c(NC(=O)c2cccc(NC(=O)c3ccco3)c2)c1 | · | · | · | -2.8 | · | · | 102.0 | · | 1.2 | 11.2
CCOC(=O)c1c(C)n(C)c2cc(Br)c(C)cc12 | 3.0 | -2.8 | -2.0 | 2.7 | -1.4 | -9.0 | 120.9 | -2.2 | -9.4 | -1.9
CCOC(=O)C1=C(C)NC(=O)NC1c1cc2c(cc1Br)OCO2 (centres undefined) | 5.0 | -2.8 | -6.6 | -0.5 | -1.7 | 2.5 | 103.1 | 0.6 | -0.2 | 3.1
CC(=O)c1c(C)oc2ccc(N(C(C)=O)S(=O)(=O)c3ccc(Br)cc3)cc12 | -4.3 | -2.9 | -0.3 | 1.1 | 2.1 | 1.0 | 107.1 | -2.3 | 3.3 | 1.2
O=C1CC(=O)N(c2ccccc2)N1c1ccccc1 | 2.3 | -1.4 | -3.4 | -1.1 | 0.5 | 3.6 | 100.1 | -1.2 | 14.2 | -0.6
CCOC(=O)CN1C(=O)C(O)(CC(=O)c2ccco2)c2ccccc21 (centres undefined) | 0.5 | -0.7 | 0.1 | 2.2 | -0.4 | -0.1 | 106.1 | -0.3 | 0.3 | 0.8
CC(OC(=O)/C=C/c1ccc(Br)cc1)C(=O)N1CCOCC1 (centres undefined) | 10.5 | 1.2 | -2.7 | 0.8 | -1.2 | 5.7 | 109.3 | 0.3 | -2.0 | 2.3
O=C(Nc1ccc(Cl)cc1)NC1CCCC1Cc1ccco1 (centres undefined) | 8.2 | -3.8 | -8.1 | -2.5 | 0.6 | 10.0 | 124.2 | -1.7 | -5.5 | -0.8
O=C(O/N=C/C1=C(Cl)c2ccccc2CC1)c1ccc(F)cc1 | -0.3 | -9.7 | 2.2 | -1.9 | 4.6 | 1.5 | · | -0.7 | -0.3 | -0.7
COc1ccc(NC(=O)c2ccc(OCC3CCCO3)cc2)cc1Cl (centres undefined) | 19.5 | -1.8 | 1.0 | 1.8 | 0.9 | -2.2 | 99.6 | -1.6 | 1.6 | -1.6
Cc1nc(SCC(=O)N2c3ccccc3NC(=O)CC2C)c2c(C)c(C)sc2n1 (centres undefined) | -5.2 | -3.8 | -6.0 | 0.8 | 2.0 | -8.8 | 103.5 | -1.9 | 2.7 | 5.5
CCN(CC)C(=O)COCc1cc(-c2ccc3c(c2)OCO3)on1 | 30.0 | 7.5 | 1.5 | 5.3 | -0.9 | 3.6 | 102.5 | -0.2 | 0.7 | -2.9
CCOC(=O)c1c(NC(=O)CNCCOC)sc2c1CCCC2 | 7.0 | -2.4 | -1.7 | -3.2 | -1.9 | -16.7 | · | -2.5 | -5.0 | 1.6
CCCOc1ccc(Cn2c(=O)oc3ccc(C)cc32)cc1 | 16.9 | -1.5 | 4.4 | 2.6 | -0.3 | -8.0 | 101.3 | -3.3 | -8.7 | -3.8
CCn1c(=O)[nH]c2cc(C(=O)Nc3cc(C)cc(C)c3)ccc2c1=O | 24.5 | 7.5 | -0.5 | -2.4 | -1.1 | -1.7 | 87.7 | -1.1 | -2.7 | -1.5
Cc1ccc(CNC(=O)C(=O)c2cn(CC(=O)N3CCCC3)c3ccccc23)cc1 | 15.5 | -6.8 | 2.7 | -0.6 | 2.3 | 0.8 | · | -1.2 | -4.2 | -0.1
O=S(=O)(N1CCCCC1)N1CCN(CC(O)COc2ccc3cc(Br)ccc3c2)CC1 (centres undefined) | -9.9 | -4.9 | -1.2 | 4.0 | 0.0 | 1.8 | 107.1 | 0.1 | -6.7 | 1.9
CCn1cc(/C=C(\NC(=O)c2ccccc2Cl)C(=O)N2CCN(C)CC2)c2ccccc21 | 3.8 | -4.9 | -6.5 | 3.5 | 3.8 | -6.8 | · | 1.1 | 0.3 | 5.1
COc1cc(NC(=O)CN2C(=O)CN(C)C2=O)c(C)cc1[N+](=O)[O-] | -7.8 | -1.7 | -3.6 | -2.8 | -0.9 | 4.5 | · | 0.0 | 0.6 | -2.9
COc1cccc(CN(C)CC(=O)NC(=O)NCc2ccccc2)c1 | -5.3 | -1.8 | -5.3 | -4.1 | -0.2 | -0.2 | 98.6 | 0.7 | -1.0 | -0.7
Cc1ccc(OCc2ccc(C(=O)NNC(=S)NCC3CCCO3)o2)c([N+](=O)[O-])c1 (centres undefined) | -8.5 | 1.5 | 2.5 | -3.4 | -1.9 | -3.9 | 106.7 | -0.3 | -2.0 | 1.3
COc1cc(C)nc(NS(=O)(=O)c2ccccc2Cl)n1 | 19.1 | -1.3 | 1.2 | -2.8 | -0.3 | -4.9 | 129.7 | -3.0 | 3.6 | -1.8
O=C(COC(=O)c1cccc(N2C(=O)c3ccccc3C2=O)c1)Nc1ccccc1 | -12.5 | -8.0 | -0.9 | 0.5 | 0.0 | -2.8 | 99.2 | -0.6 | -4.3 | -1.9
CCOC(=O)c1sc(-c2ccc(OC)cc2)cc1NC(C)=O | 2.3 | 0.8 | 2.4 | 6.0 | 0.6 | -2.2 | 106.0 | -3.0 | 0.0 | -5.0
CC(C)Cn1c(N)c(C=O)c(=O)n(C)c1=O | 3.6 | 2.5 | -5.7 | 1.5 | -0.8 | -1.7 | 96.0 | 0.0 | 2.8 | -3.3
C#CCOCCOCCOCCNc1nc(N2CCOCC2)nc(N2CCN(C(=O)[C@H]([C@@H](C)CC)n3cc([C@@H](N)Cc4ccc(O)cc4)nn3)CC2)n1 | 6.3 | -3.7 | 0.9 | -0.6 | -0.3 | 4.2 | 104.2 | 0.1 | -2.3 | ·
NC(=O)N/N=C/c1coc2ccc3ccccc3c2c1=O | 12.0 | -5.8 | -3.8 | 3.8 | 0.4 | 3.5 | 106.3 | -1.3 | -1.3 | -0.7

Records above marked active in CAL PDZ FP-2.
Structure | Arr AP2 block | CAL PDZ FP-1 | Keap1 Nrf2 FP | V-ATPase pHluor | LANA DNA inh | Pemphigus Ab inh | CAL PDZ FP-2 | DAGLB inhibitor | NSD2 HMT inh
Brc1cccc(CNCC2CCCO2)c1 (centres undefined) | 14.2 | 5.3 | 3.1 | 0.3 | -0.2 | 106.0 | 53.5* | -2.1 | -1.7

(more compounds)
SMILES | Arr AP2 block | CAL PDZ FP-1 | Keap1 Nrf2 FP | V-ATPase pHluor | LANA DNA inh | Cardiac RTF inh | Pemphigus Ab inh | CAL PDZ FP-2 | DAGLB inhibitor | NSD2 HMT inh
Cc1ccc(C(CNS(=O)(=O)c2ccc(F)cc2)N2CCN(C)CC2)cc1 (centres undefined) | -3.9 | -2.3 | -0.5 | 0.9 | -1.6 | -10.8 | 105.8 | -0.8 | -2.4 | 8.3
COc1ccc(C)cc1S(=O)(=O)Nc1cccc(-c2cn3cccnc3n2)c1 | 5.8 | -5.4 | -2.2 | 3.1 | 0.0 | -17.5 | · | -2.3 | -2.2 | -5.1
Cc1cc(=O)oc(C)c1C(=O)NCCCN1C(C)CCCC1C (centres undefined) | -7.9 | 0.1 | 2.7 | 0.7 | 3.6 | -7.2 | 105.2 | 0.1 | -3.1 | 2.5
CC(C)N(Cc1ccccc1)C(=O)Cn1c(=O)cnc2ccccc21 | -9.6 | 0.9 | -3.5 | 0.8 | -1.8 | -9.7 | 96.7 | -0.1 | -0.3 | -0.1
O=C(NCc1ccco1)c1ccccc1-c1ccccc1 | 6.8 | · | -6.7 | 1.6 | 0.4 | 1.3 | 99.8 | -1.1 | -2.3 | 3.8
CC(Sc1nnc(Cc2ccccc2)o1)C(=O)Nc1ccccc1[N+](=O)[O-] (centres undefined) | 3.4 | · | -2.6 | 2.7 | 0.4 | 4.6 | 103.1 | -0.1 | 1.1 | 1.3
CC(C)Cc1[nH]c(=O)c(C#N)c2c1COC(C)(C)C2 | 0.1 | -4.2 | 2.1 | 3.1 | 0.1 | -6.2 | 97.9 | -0.4 | 1.3 | -1.6
Cc1ccc(NC(=S)N(CCCN2CCOCC2)Cc2ccccn2)cc1 | -2.1 | -10.9 | -2.4 | -4.0 | 1.2 | 1.1 | 108.4 | -0.2 | 1.1 | -1.8
Cc1cccc(NC(=O)CSc2nnc(CNC(=O)c3cccs3)o2)c1C | 7.4 | -2.9 | 6.8 | 0.0 | 0.2 | -3.6 | 96.6 | -2.2 | 2.9 | -1.1

Screening data as filed in PubChem BioAssay.
